Screens: PubChem BioAssay, several laboratories
human PMI inhibition: inhibitors of human PMI, primary screen, biochemical, fluorescence intensity, coupled assay (AID 1209); purified PMI enzyme, coupled fluorescence intensity; higher % means a stronger effect; one-dose inhibition, % at 20 µM; IC50 in µM for titrated hits; 190,000 tested, 0.42% active;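 note: plate controls were DMSO vehicle for no effect and wells lacking substrate for full effect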
Autophagy mod: alters autophagy in cells | MEF GFP-LC3 puncta imaging; test concentration mostly 10 µM | calls only at 10 µM (by protocol) | 190,000 tested, 0.98% active | AID 463193;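 active = percentage of spot-positive cells more than 3 SD above its plate mean, without a fluorescence outlier flag or 80% toxicity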;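 note: spot-positive cell cutoff set from DMSO-treated cells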
b-catenin transl: beta-catenin nuclear translocation modulation | HeLa beta-catenin nuclear translocation, immunofluorescence imaging | nuclear translocation activity, % at 5 µM | 190,000 tested, 0.3% active | AID 1665;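 active = nuclear translocation activity above 50% at 5 µM, with a well cell count of 50 or more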;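 note: per-cell ratio of nuclear to cytoplasmic median beta-catenin stain intensity; plate controls were DMSO negative control for no effect and GSK-3 inhibitor IX positive control for full effect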
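Test system: HeLa cells, endogenous beta-catenin; Compound: single 5 µM dose plus 0.02–20 µM confirmation series; Times: compound exposure 24 h at 37°C; Signal: fluorescence imaging of beta-catenin antibody stain plus DAPI; Read-out: % activation, nuclear-to-cytoplasmic median beta-catenin signal ratio per cell.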
Hep lipid drop: hepatic lipid droplet formation modulation. AML12 mouse hepatocytes, oleate lipid droplets, BODIPY imaging. inhibition, % at 6.5 µM. 240,000 tested, 0.4% active;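 active = lipid droplet intensity inhibited by at least 50%, with more than 500 cells counted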
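Assay system: AML12 hepatocytes (mouse) / Also added: 100 µM oleic acid challenge / Times: overnight treatment with compound plus oleate / Detection: high-content imaging of BODIPY-stained droplets and DAPI nuclei / Evaluation: % inhibition of lipid droplet signal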
MT stabilize HCS: microtubule stabilization, imaging screen; HeLa tubulin immunostaining HCS, 24 h; share of cells brighter than vehicle mean+2SD; 200,000 tested, 0.83% active; % tubulin-high responders, % at 10 µM; AID 2205;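 active = plate Z-score above 3 for both tubulin-high and condensed-nucleus cell shares, with cell loss under 80%, at 10 µM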;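 note: anti alpha tubulin signal scored within the nucleus-defined area of each cell; some results filed as inactive read as strong as hits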
human PMI inhibitors: MPI inhibition at elevated mannose 6-phosphate – biochemical, fluorescence intensity, high mannose 6-phosphate, primary screen (AID 1220) | recombinant PMI enzyme, coupled fluorescence intensity; higher % means a stronger effect | inhibition, % at 20 µM, or IC50 in µM where a hit was titrated | 190,000 tested, 0.66% active
Ins promoter up: MIN6 insulin promoter up-regulation. MIN6 insulin promoter-GFP reporter, high-content imaging; hits give high values. z-score at 5 µM. 190,000 tested, 0.3% active. AID 1625;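 active = z-score above 3 at 5 µM with at least 500 cells counted in the well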
TNAP activators: stimulation of alkaline phosphatase TNAP activity – biochemical, luminescent, no phosphate acceptor, uHTS, primary screen (AID 1001). purified TNAP, luminescent activation assay, no phosphate acceptor; higher activation fold means a stronger effect. one-dose activation fold at 20 µM; EC50 in µM for titrated hits. 200,000 tested, 0.03% active; in the data active = activation fold from about 3, or a potency from the dose series; inactive = the rest, 99 in 100 with activation fold below about 1.6; note: many of its hits are not listed in these tables
T cell HTS: T cell immune modulation candidate. 2C CD8+ T cell-vesicle binding, flow cytometry; hits give low values. calls only at 7 µM. 330,000 tested, 0.068% active;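 active = response, share of CD8 T cells binding vesicles, and their 90th percentile fluorescence all below set limits, cut at about 80% in these data, passing the limit was not always enough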
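material = purified 2C TCR transgenic mouse naive CD8+ T cells | controls = Unloaded micro-vesicles (low), QL9 vesicles with 0.7% DMSO (high) | detection = cytometric PE anti-B7-1 and Alexa647 anti-CD8 signals after 1% paraformaldehyde fixation | incubation = binding step 1.5 h, 37 °C, antibody labelling 20 min, ice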
Ins promoter up cell count: further read-out of Ins promoter up, marked with its call; cell count; measured here: cytotoxicity, nuclei count;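 total cells summed across four imaged fields per well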
Hep lipid drop cells 6.5 µM: also measured in Hep lipid drop; calls as there; cell count; measured here: cell count, cytotoxicity flag;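 cells counted across two imaged fields per well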
b-catenin transl cell count 5 µM: further read-out of b-catenin transl, marked with its call; cell count; measured here: cell count, cytotoxicity flag
T cell HTS vesicle-bound %: recorded beside T cell HTS, whose call it bears; double positive events, %; measured here: CD8+ vesicle-bound cell fraction;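 binding gate set so that unloaded-vesicle control wells show 10% double positive cells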
MT stabilize HCS Hoechst-high %: second read-out of MT stabilize HCS, no call of its own (marks repeat the call); % Hoechst-high responders; measured here: nuclear condensation Hoechst responders;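 share of cells brighter than vehicle mean plus two SD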
MT stabilize HCS cytotoxicity %: second read-out of MT stabilize HCS, no call of its own (marks repeat the call); toxicity, %; measured here: cytotoxicity by cell density;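 0% = mean cell density of plate MIN control wells and 100% = no cells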
Autophagy mod cell loss 18 h: recorded beside Autophagy mod, whose call it bears; toxicity, %; measured here: cell loss, nuclei count;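 cell loss after 18 h compound exposure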
* hit, by the source's call; i = inactive; nt = not tested or not shown; + = active, no number. Cut-off read from the data, not from the text of the source, unless noted: active = inhibition above about 50%; inactive = the rest.

SMILES	human PMI inhibition	Autophagy mod	Autophagy mod cell loss 18 h	b-catenin transl	b-catenin transl cell count 5 µM	Hep lipid drop	Hep lipid drop cells 6.5 µM	MT stabilize HCS	MT stabilize HCS Hoechst-high %	MT stabilize HCS cytotoxicity %	human PMI inhibitors	Ins promoter up	Ins promoter up cell count	TNAP activators	T cell HTS	T cell HTS vesicle-bound %
COc1ccc(S(=O)(=O)Nc2ccc3c(c2)OCO3)cc1Cl	22%	i	-3	nt	nt	9	715	2.3	1.5	3.4	18%	-0.95	1243	1.1	i	15
O=C(COc1ccc([N+](=O)[O-])cc1)Nc1ccc(N2CCCC2)cc1	3%	i	-4	-4.5	530	3	683	2.3	2.3	5.5	14%	0.68	1217	1.1	i	20
CN(C)/C=C1\C(=O)N(c2ccc(Cl)c(Cl)c2)CS1(=O)=O	-14%	i	-1	-0.7	1079	-14	698	1.7	1.1	3.8	-14%	0.07	1219	1.1	i	39
O=C(c1ccccc1)c1ccc2nc(N3CCN(C(=O)c4ccco4)CC3)c3nncn3c2c1	13%	i	-1	0.7	1117	nt	nt	2.6	5.1	1.1	15%	-0.44	898	1.1	i	52
Nn1cc(-c2ccccc2)nc1SCC(=O)Nc1cccc(S(N)(=O)=O)c1	nt	nt	nt	-1.1	1348	3	600	nt	nt	nt	nt	0.11	929	nt	i	22
Cc1cccc(CN2CCc3c(OCC(=O)N4CCCc5ccccc54)cccc3C2=O)c1	19%	i	15	3.2	1033	-20	611	4.5	2.0	8.7	19%	0.3	1455	1.2	i	38
NC(=O)c1ncc(C(F)(F)F)cc1Oc1cccnc1	5%	i	-3	1.8	1062	2	679	2.6	2.2	5.9	2%	-0.15	1378	1.1	i	50
CCCCCC(=O)Cc1cc(O)cc2c1C(=O)Oc1cc(O)c(C(=O)O)c(CCCCC)c1O2	nt	nt	nt	1.5	1181	-14	682	nt	nt	nt	nt	-0.53	1189	nt	i	22
Cc1ccn2cc(C34CC5CC(CC(C5)C3)C4)nc2c1	6%	i	3	-1.7	1028	-3	668	1.0	1.4	1.7	4%	-0.6	1530	1.1	i	42
CCOC(=O)c1c(CSc2ccc(C)cc2)n(C)c2cc(Br)c(O)c(CN(C)C)c12	13%	i	-12	-0.4	1132	-14	645	1.6	2.1	7.7	8%	-2.9	1077	1.1	i	43
CCN1C(=O)/C(=C2/Sc3ccccc3N2CC)S/C1=N\c1ncn[nH]1	nt	i	-18	-0.3	1598	6	752	0.7	0.9	1.5	nt	nt	nt	1	i	36
O=C(COC(=O)c1ccc2c(c1)S(=O)(=O)c1ccccc1C2=O)NC1CC1	-46%	i	-2	-4.6	1100	15	695	4.2	3.1	2.8	-54%	-0.36	1648	1.1	i	30
Cc1cc(C)cc(NC2=NCC(=O)N2Cc2ccccc2)c1	-1%	i	32	-12	1202	-22	775	3.0	1.6	6.8	-17%	nt	nt	1.1	i	21
COC(=O)C1=C(C(=O)c2ccccc2)C(c2ccccc2)n2nnnc2N1 (stereo not given)	3%	i	17	0.4	1506	-35	667	4.5	1.3	1.2	5%	0.56	1395	1	i	54
Cc1cc(-c2ccccc2)n2ncnc2n1	nt	nt	nt	0.1	1303	0	714	nt	nt	nt	nt	0.03	989	nt	i	10
O=C1CN(S(=O)(=O)c2cc(Cl)ccc2Cl)CCN1	-3%	i	-4	0.1	1102	-9	710	3.7	2.6	9.8	2%	0.33	1270	1.1	i	27
CN1C(=O)C(CC(=O)NC2CCCCC2)SC1=Nc1ccccc1 (stereo not given)	-32%	i	-3	-0.8	565	-13	655	5.2	2.5	4.7	-14%	0.86	1348	1	i	18
O=C(CCC(=O)N1CCOCC1)Nc1nnc(C2CCCCC2)s1	2%	i	-2	nt	nt	nt	nt	1.9	1.6	2.5	-6%	-0.27	864	1.2	i	41
CCN(CC)C(=O)C1CCC(CNS(=O)(=O)c2cccc3cccnc23)CC1 (stereo not given)	11%	nt	nt	-0.6	1208	3	704	3.9	2.2	5.6	9%	0.67	1457	1.1	i	49
COCCNC(=O)CN1C(=O)NC2(CCCCCC2)C1=O	6%	i	19	-1.0	1105	-1	664	5.0	1.9	4.4	0%	-0.34	1206	1	i	6
O=C(CCn1c(=O)sc2ccccc21)Nc1cccnc1	0%	i	-6	2.1	937	-6	707	3.7	2.8	5.9	7%	nt	nt	1.1	nt	nt
CC(=O)Nc1ccc(-n2nnnc2SCC(=O)NCc2cccs2)cc1	8%	i	18	-1.8	973	-7	748	3.7	1.9	10	3%	nt	nt	1.1	i	56
Cc1nc(SCC(=O)O)c2oc3ccccc3c2n1	-4%	i	52	nt	nt	nt	nt	1.9	1.2	6.8	-1%	nt	nt	1.1	i	39
O=C(COc1cccc2cccnc12)NNC(=S)Nc1ccccc1	8%	i	9	nt	nt	-30	638	2.3	1.1	13	7%	0.26	1031	1.5	i	39
CCCn1c(C(C)NC(=O)c2ccccc2)nc2ccccc21 (stereo not given)	-10%	i	2	-1.0	1144	8	748	1.8	2.3	25	-15%	-0.52	1165	1.1	nt	nt
CN(C)S(=O)(=O)c1cccc(NC(=O)CSc2ncnc3ccccc23)c1	nt	nt	nt	0.7	1263	2	778	nt	nt	nt	nt	-0.45	961	nt	i	37
Cc1ccc(-c2nnc(CSc3nnc(COc4cccc5ccccc45)n3-c3ccccc3)o2)cc1	15%	i	-4	nt	nt	13	675	2.9	1.3	4.4	12%	nt	nt	1.2	i	52
Cc1ccc(-n2ncc3c(=O)n(-c4ccc(C)c(C)c4)c(C)nc32)cc1	14%	i	2	-0.7	1106	4	762	5.2	1.3	3.2	5%	0.59	1239	1.1	i	26
CCCCSc1nc(N)c(C#N)c(-c2cccs2)c1C#N	23%	i	0	-6.2	1217	4	791	6.1	4.5	8.2	18%	-0.88	1216	1	i	27
Nc1sccc1C(=O)c1ccccc1	4%	i	-2	0.0	1104	6	680	7.0	34	97	-1%	nt	nt	2	i	35
COc1ccc(C2c3[nH]c4ccccc4c3CCN2Cc2cccn2-c2ncccn2)cc1C (stereo not given)	-1%	+	6.0*	-1.9	951	-10	612	1.7	0.9	1.3	10%	nt	nt	1.1	i	34
Cc1cc(C)n(C(=O)CCNC(=O)c2ccccc2Br)n1	-6%	i	27	-2.4	899	nt	nt	7.6	2.9	14	-9%	-0.17	1610	1.1	i	15
COc1cccc(C(=O)N=c2sc3cc(S(C)(=O)=O)ccc3n2C)c1	2%	i	7	-1.6	1089	3	701	3.3	2.5	6.2	2%	-0.34	1276	1	i	54
Cc1nnsc1-c1c(C(=O)Oc2ccccc2)c(C)nn1-c1ccccc1	nt	nt	nt	-2.5	1273	-3	710	nt	nt	nt	nt	0.04	1127	nt	i	12
CCCNC(=O)CSc1nccn1Cc1ccc(OC)cc1	10%	i	21	2.3	1039	16	714	1.2	1.6	7.0	10%	-0.19	1310	1.2	i	8
CCOC(=O)c1sc(Nc2ccc(F)cc2)nc1C	12%	i	8	1.8	1023	24	764	2.5	2.2	5.3	14%	-0.51	1318	1	i	29
CCc1ccc(NC(=O)C(C)OC(=O)CCC(=O)c2cccs2)cc1 (stereo not given)	2%	i	-7	-3.8	618	-1	657	1.7	1.4	1.9	0%	-0.06	1413	1	i	39
Cc1c(C(c2cccs2)c2c(C)n(C)n(-c3ccccc3)c2=O)c(=O)n(-c2ccccc2)n1C	nt	nt	nt	-0.7	1161	-4	767	nt	nt	nt	nt	0.36	1429	nt	i	20
Cc1nnc(SCc2cccc([N+](=O)[O-])c2)[nH]c1=O	-10%	i	3	-0.3	1115	27	723	1.4	1.9	9.5	-14%	0.79	1180	1.1	i	55
Cc1ccc2c(COC(=O)C3=COCCO3)cc(=O)oc2c1	-2%	i	18	1.6	1209	nt	nt	3.0	3.0	6.6	-5%	0.15	1021	1.1	nt	nt
S=C(NC1CCCCC1)NC1CC2C=CC1C2 (stereo not given)	nt	nt	nt	-1.0	1369	1	620	nt	nt	nt	nt	-0.52	1124	nt	i	32
Cc1oc(-c2ccccc2)cc1C(=O)Nc1cccc(/C=C\C(=O)O)c1	-20%	i	-12	-1.3	1066	6	681	3.4	1.8	1.4	-9%	nt	nt	1.1	i	57
Cc1ccc(OCc2nnc(SCC(=O)N3CCOCC3)n2C)cc1	-14%	i	3	nt	nt	5	724	2.1	0.3	74	-16%	0.12	1266	1.1	i	41
Cc1ccc(N(NC(=O)C(C)(C)O)C(=O)c2ccccc2)cc1C	10%	i	0	-1.1	1394	nt	nt	0.9	1.0	6.9	9%	0.26	1532	1.1	i	30
CCCCC(=O)c1c(C)cc(C)[nH]c1=O	15%	i	9	-7.0	1235	-3	738	8.4	2.5	4.9	13%	nt	nt	1.1	i	63
O=C(N/N=C/c1ccsc1)c1cc(-c2ccncc2)nc2ccccc12	-7%	i	31	11	404	-79	555	13*	28*	51*	-4%	0.7	1051	1	i	45
Cc1cc(-c2ccccc2)nc(-c2ccccc2)c1C	5%	i	-30	1.2	1511	2	751	3.0	2.0	7.1	7%	-0.67	1666	1.1	i	37
Cn1cc(C(=O)N/N=C/c2cccc([N+](=O)[O-])c2)c2ccccc21	nt	nt	nt	-0.8	1281	9	672	nt	nt	nt	nt	-1.1	1035	nt	i	32

Given bar-delimited: part of the list above.
molecule | human PMI inhibition | Autophagy mod | Autophagy mod cell loss 18 h | b-catenin transl | b-catenin transl cell count 5 µM | Hep lipid drop | Hep lipid drop cells 6.5 µM | MT stabilize HCS | MT stabilize HCS Hoechst-high % | MT stabilize HCS cytotoxicity % | human PMI inhibitors | Ins promoter up | Ins promoter up cell count | TNAP activators | T cell HTS | T cell HTS vesicle-bound %
Cn1cc(C(=O)N/N=C/c2cccc([N+](=O)[O-])c2)c2ccccc21 | nt | nt | nt | -0.8 | 1281 | 9 | 672 | nt | nt | nt | nt | -1.1 | 1035 | nt | i | 32
S=C(NC1CCCCC1)NC1CC2C=CC1C2 (stereo not given) | nt | nt | nt | -1.0 | 1369 | 1 | 620 | nt | nt | nt | nt | -0.52 | 1124 | nt | i | 32
